Compound activity deposited in PubChem BioAssay by The Scripps Research Institute Molecular Screening Center.
TDP2 absorb: human TDP2 enzyme inhibitors, primary screen, biochemical, epi absorbance, recombinant enzyme | inhibition, % at 12.8 µM | actives 0.34% (n = 370,000) | AID 720702, 2013 | T5PNP hydrolysis, p-nitrophenol absorbance 415 nm;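 active = inhibition above the mean of all tested compounds plus 3 SD, set per campaign, cut at about 25% in these data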;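 also: 0% = DMSO with enzyme and 100% = buffer with substrate but no TDP2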
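Assay system: Recombinant human TDP2 | Quantity: 120 nM TDP2 per well | Incubation: 2 h at 37 °C | Signal: Epi absorbance | Evaluation: Percent inhibition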
Tn6 DDE FP: inhibitors of Tn6 peptide binding to fibrin DD(E), primary screen, biochemical, fluorescence polarization, human fibrin, Tn6 probe; Fibrinogen beta chain (Homo sapiens), P02675; Fibrin DD(E) TRITC-Tn6 fluorescence polarization displacement; AID 720509, 2013; inhibition, % at 8.3 µM; actives 0.21% (n = 370,000);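 active = inhibition above a per-campaign cutoff: mean of compounds within control limits plus 3 SD, cut at about 15% in these data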;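 also: 0% = median of all compound wells on the plate and 100% = blocking peptide control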
Tn7 DDE FP: inhibitors of Tn7 peptide binding to fibrin DD(E), primary screen, biochemical, fluorescence polarization, human fibrin, Tn7 probe; AID 720508, 2013; FP displacement of FITC-Tn7 peptide from fibrin DD(E); 0% = median of compound wells per plate; inhibition, % at 8.3 µM; Fibrinogen beta chain (Homo sapiens), P02675; actives 0.13% (n = 370,000);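 active = inhibition above the mean of compounds falling within the control limits plus 3 SD of them, cut at about 14% in these data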;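 also: 0% = plate median of compound wells and 100% = 10 µM Aha-Tn7 peptide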
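Assay system: Fibrin-DD(E) protein isolated from polymerized human fibrin clots; read-out basis: percent inhibition; medium: Tris/NaCl/CaCl2 buffer, pH 7.8; signal: FP measurement; incubation: 10 min plus 3 h, room temperature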
ADAM17 inh: ADAM17 inhibitors, primary screen, biochemical, QFRET; recombinant ADAM17, EDANS/DABCYL FRET peptide cleavage; AID 720648, 2013; inhibition, % at 6.95 µM; actives 0.83% (n = 370,000);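 active = inhibition above the mean of compounds lying between control limits plus 3 SD, set per campaign, cut at about 8.5% in these data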;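 also: 0% = DMSO-only wells as the low control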
ARFGAP1 inh: inhibitors of rat ARFGAP1 GAP activity, primary screen, biochemical, fluorescence polarization, GDP tracer. Arfgap1-stimulated ARF1 GTP hydrolysis, GDP FP detection. inhibition, % at 16.5 µM. actives 0.26% (n = 360,000). AID 651572, 2012;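 active = inhibition above a per-plate limit, mean inhibition of low control wells plus 3 SD, cut at about 25% in these data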;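 also: 0% = DMSO wells with enzyme and 100% = wells lacking Arfgap1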
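Assay system: purified rat His6-Arfgap1 residues 1-136 (GAP domain); Reagent: human Δ17 ARF1 bound to GTP; Dosing: 16.5 µM single point, 1.26% DMSO; Times: GTP hydrolysis reaction 2 h at 25 °C; Signal: FP, GDP Alexa 633 tracer displaced from anti-GDP antibody, 620/688 nm; Measure: % inhibition from polarization.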
proKLK7 act: proKLK7 zymogen activators, primary screen, biochemical, fluorescence intensity; Kallikrein-7 (Homo sapiens), P49862; purified proKLK7, EDANS-DABCYL substrate fluorescence; 100% is mature enzyme control, 0% vehicle; activation, % at 7 µM; actives 0.9% (n = 370,000); AID 652039, 2013;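 active = activation above the mean of all tested compounds plus 3 SD, computed per campaign excluding outliers beyond control limits, cut at about 13% in these data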
LEDGF integ inh: blockers of LEDGF/p75-dependent integrase strand transfer – biochemical, TR-FRET, high throughput, primary screen; actives 0.64% (n = 370,000); inhibition, % at 3.7 µM; AID 743269, 2014; TR-FRET IN-LEDGF/p75 DNA integration, Eu/Cy5; HIV-1 integrase (with human LEDGF/p75);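 active = inhibition above the screen-wide mean plus 3 SD, cut at about 13% in these data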;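 also: signal is the Cy5 over europium emission ratio at 671 and 618 nm; 0% = plate median of compound wells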
ASAP1 GAP inh: inhibitors of human ASAP1 ArfGAP activity, primary screen, biochemical, fluorescence polarization. ASAP1-stimulated ARF1 GTP hydrolysis, GDP FP detection. inhibition, % at 16.5 µM. actives 0.19% (n = 360,000); in the data active = inhibition above about 25%;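 also: 0% = vehicle with enzyme and substrate and 100% = no enzyme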
PLC-gamma1 inh: PLC-gamma1 enzyme inhibitors, primary screen, biochemical, fluorescence, purified enzyme. 1-phosphatidylinositol 4,5-bisphosphate phosphodiesterase gamma-1 (Homo sapiens), P19174. fluorogenic substrate. inhibition, % at 12.2 µM. actives 0.84% (n = 370,000); in the data active = inhibition above about 9.5%
Target sequence (P19174 whole entry, looked up): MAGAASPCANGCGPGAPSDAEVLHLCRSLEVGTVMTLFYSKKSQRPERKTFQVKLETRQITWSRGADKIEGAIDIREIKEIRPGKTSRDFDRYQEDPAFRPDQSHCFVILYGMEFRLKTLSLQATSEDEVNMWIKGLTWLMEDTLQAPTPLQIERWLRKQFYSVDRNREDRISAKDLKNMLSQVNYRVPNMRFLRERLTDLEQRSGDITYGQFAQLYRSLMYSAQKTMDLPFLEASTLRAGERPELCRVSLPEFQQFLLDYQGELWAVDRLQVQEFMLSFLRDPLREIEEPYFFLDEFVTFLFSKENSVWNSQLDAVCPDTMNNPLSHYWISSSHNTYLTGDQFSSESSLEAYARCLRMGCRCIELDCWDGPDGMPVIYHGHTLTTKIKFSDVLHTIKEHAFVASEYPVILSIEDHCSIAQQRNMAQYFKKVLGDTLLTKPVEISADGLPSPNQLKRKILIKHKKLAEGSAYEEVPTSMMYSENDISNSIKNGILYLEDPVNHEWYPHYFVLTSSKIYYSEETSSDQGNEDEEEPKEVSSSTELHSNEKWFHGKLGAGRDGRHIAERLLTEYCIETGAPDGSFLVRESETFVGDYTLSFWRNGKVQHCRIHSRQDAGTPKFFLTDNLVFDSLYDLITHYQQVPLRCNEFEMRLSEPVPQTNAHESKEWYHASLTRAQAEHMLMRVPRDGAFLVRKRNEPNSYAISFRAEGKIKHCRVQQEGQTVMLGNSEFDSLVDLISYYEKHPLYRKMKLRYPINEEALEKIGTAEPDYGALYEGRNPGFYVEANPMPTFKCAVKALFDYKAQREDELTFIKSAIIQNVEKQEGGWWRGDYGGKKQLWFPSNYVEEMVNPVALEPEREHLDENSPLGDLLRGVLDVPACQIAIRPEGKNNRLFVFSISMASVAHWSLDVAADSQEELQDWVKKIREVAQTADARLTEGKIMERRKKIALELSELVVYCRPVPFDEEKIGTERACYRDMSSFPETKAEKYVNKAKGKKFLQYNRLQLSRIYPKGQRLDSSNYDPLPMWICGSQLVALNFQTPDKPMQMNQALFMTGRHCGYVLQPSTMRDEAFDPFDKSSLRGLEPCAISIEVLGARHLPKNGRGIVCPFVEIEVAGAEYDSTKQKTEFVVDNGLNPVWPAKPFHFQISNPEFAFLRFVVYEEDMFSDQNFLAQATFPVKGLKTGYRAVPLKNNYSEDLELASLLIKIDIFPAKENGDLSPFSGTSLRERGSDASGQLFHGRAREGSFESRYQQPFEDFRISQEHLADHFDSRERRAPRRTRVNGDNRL
ADAM10 inh: human ADAM10 inhibitors, primary screen, biochemical, QFRET, HTS. Disintegrin and metalloproteinase domain-containing protein 10 (Homo sapiens), O14672. recombinant ADAM10, EDANS/DABCYL FRET peptide cleavage, 3 h. inhibition, % at 7 µM. actives 0.62% (n = 370,000). AID 720582, 2013;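 active = inhibition above a per-campaign cutoff equal to the mean of compounds falling between control-based bounds plus 3 SD, cut at about 20% in these data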;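 also: 0% = DMSO wells while the 100% control is not disclosed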
* = called active by the depositor; i = inactive; . = not tested or not shown.

LEDGF integ inh,ADAM10 inh,ADAM17 inh,Tn6 DDE FP,Tn7 DDE FP,ARFGAP1 inh,ASAP1 GAP inh,TDP2 absorb,proKLK7 act,PLC-gamma1 inh,structure
1,-117,-28,-3,-12,-8,-6,3,5.1,-30,CCCCc1cc(=O)oc2cc(C)cc(OC(C)C(=O)NCC3CCC(C(=O)O)CC3)c12 (centres undefined)
-1,1,-3,-4,2,4,4,9,0.4,3,CCOC(=O)CNC(=O)CSc1nc2sc(C)c(C)c2c(=O)n1C
4,-8,-6,-1,2,-1,14,2,-0.6,-1,Cn1c(=O)[nH]c(=O)c2c1nc(N1CCNCC1)n2Cc1cccc2ccccc12
-1,-13,7,-8,3,9,5,-2,0.2,2,Clc1ccc(Cl)c2sc(N3CCCC3)nc12
0,-25,2,0,5,3,1,-11,7.2,-59,O=C(COC(=O)c1cc2ccccc2cc1O)NC1CCCCC1
2,-4,-1,-2,-2,-16,1,-8,0.0,2,CCOC(=O)C1=C(N)N(c2ccc(N3CCCCC3)cc2)C(=O)C1
-1,11,3,-7,0,2,4,9,0.1,-2,COc1cccc(N2CCN(CC(=O)Nc3nnc(-c4ccccc4)s3)CC2)c1
0,3,1,7,2,4,-6,-15,0.1,5,CC1CC(C)(C)NCc2ccccc21 (centres undefined)
-3,5,-3,-5,3,2,3,5,0.8,0,COc1cc(Cl)c(C)cc1NC(=O)CCCN1C(=O)CCC1=O
6,2,-2,-2,2,-8,-21,2,-0.4,1,CCc1cccc(CC)c1NC(=S)NCc1nc2ccccc2[nH]1
-3,-10,-4,5,6,-5,-3,-1,0.3,-7,CCC(C(=O)N1CCN(c2ncccn2)CC1)c1ccccc1 (centres undefined)
1,8,3,9,-5,-9,5,-2,-0.3,1,O=C(CSc1ccc2c(c1)OCCO2)Nc1ncc(Cl)cc1Cl
1,3,0,-2,2,-6,-4,-9,0.0,4,N#CC(CC(=O)c1ccc(Cl)cc1)c1ccccc1 (centres undefined)
-1,3,3,-1,0,.,.,6,-0.5,-2,O=C(OC12CCCN(C1)/C(=C/c1ccncc1)C2)c1ccccc1 (centres undefined)
-8,-35,-5,-9,-1,1,7,2,-1.7,-7,Cc1ccc(NC(=O)CCC(=O)c2ccc(Cl)s2)nc1
1,2,1,2,-10,-4,-10,-12,0.0,4,Cn1c(=O)c2cc(S(=O)(=O)NCCC(=O)N3CC=C(c4ccccc4)CC3)ccc2n(C)c1=O
-5,-41,-12,4,4,.,.,-1,-4.7,-16,Cc1ccccc1C(=O)n1ccc2ccc(-c3ccc4ccn(Cc5ccc(C#N)cc5)c4c3)cc21
-3,-299,-101,1,-2,5,-7,-12,-15,-86,C=CCNC(=S)N/N=C/c1ccc(N(CC)Cc2ccccc2)cc1
-3,7,-2,4,-3,-6,-3,10,0.0,-2,Cc1occc1C(=O)NCCCc1ccccc1
2,-4,-3,-2,6,-6,-4,3,0.3,0,O=C(N/N=C/c1cccc(O)c1)c1ccc(-n2cnnn2)cc1
0,3,0,2,1,1,-5,17,-1.0,-2,CCn1ncc([N+](=O)[O-])c1C(=O)Nc1ccc(C)c(C)c1
-1,-4,0,6,-2,15,14,-1,0.0,-1,CC(C)CN1C(=O)C(=O)N(CC(=O)NCCCc2ccccc2)C1=O
-1,-1,1,1,-5,-3,8,2,-0.2,-1,CCCc1cc(NC(=O)COC(=O)c2ccc(O)cc2O)n(-c2ccccc2)n1
-1,-5,-4,7,-7,-13,-6,13,0.6,-1,O=C(O)C1=C[C@H](c2ccccc2)C[C@H](OCCCCO)O1
-1,0,0,-5,-6,-1,2,-9,0.1,5,CCOc1cc(N2CCOCC2)c(OCC)cc1NC1=NCCCCC1
-7,i,-276,-4,2,.,.,5,.,-243,CCCCN1C(=O)c2ccccc2NC1c1ccc(OC)c(COc2ccc(NC(C)=O)cc2)c1 (centres undefined)
1,-5,-5,2,-10,3,-5,2,0.8,-1,O=C(NCC1CCN(Cc2ccc(F)cc2)CC1)C1CCCN(c2ncnc3c2nc2n3CCCCC2)C1 (centres undefined)
0,-2,-3,0,6,-12,-3,-10,-0.1,3,CCOC(=O)/C(=N\Nc1cccc(Cl)c1)Sc1nnc(-c2ccc(OC)cc2)n1C
2,-17,-9,-2,-3,-1,12,5,0.9,-2,CCOC(=O)Cn1c(-c2ccc(Cl)nc2)nc2ccccc21
-2,4,-1,2,6,14,6,-4,0.2,1,COc1ccc(NC(=O)c2oc3ccccc3c2NC(=O)C2CC2)c(OC)c1
-2,2,-4,-1,-2,-7,-10,9,0.0,1,COc1ccc(N2C(=O)CN(Cc3ccc(OC)c(OC)c3)C2=S)cc1
1,8,1,-1,-5,3,2,-6,0.0,-4,O=C(c1cccc(NS(=O)(=O)c2ccc(Br)cc2)c1)N1CCN(c2ccccc2O)CC1
0,-10,-2,2,-3,-2,5,6,-0.5,1,COC(=O)CSc1nc(N)nc(C)c1Cl
-5,-12,-2,-4,0,4,8,0,-0.5,-18,Cc1cc(-c2cc(NC(=O)Cc3c(C)[nH]c4ccccc34)ccc2N(C)c2cccnc2)ccc1F
0,3,0,-2,3,2,-1,2,-0.4,2,CC(=O)c1ccc(N(C)C)cc1
3,5,0,0,-7,11,11,2,0.1,2,O=C(c1cnccn1)N(c1ccccc1)C1(C(=O)NC2CCCC2)CCCCC1
-1,7,-1,3,4,-2,0,5,-0.3,1,COc1ccccc1OCc1ccc(C(=O)N2CCOCC2)o1
-1,10,2,-1,3,-2,2,7,-1.4,1,COc1cc2nc3n(c(=O)c2cc1OC)-c1cc2ccccc2cc1C(=O)NC3Cc1ccccc1 (centres undefined)
-2,-18,-7,0,7,2,9,5,-0.3,-5,CN(C)CC(C)(C)CNC(=O)c1cc(Br)cc(Br)c1O
1,-2,-3,5,8,-8,2,6,-0.1,0,CC(C)(O)c1cc2ccccc2c(=O)o1
0,-1,1,1,-3,1,-6,-4,-0.6,1,COC(=O)c1sccc1NC(=O)C1CCCCC1C(=O)O (centres undefined)
1,-4,-4,-5,0,12,5,-1,0.4,3,CN(Cc1nccn1C)C(=O)c1ccc2nc(Cc3ccccc3F)oc2c1
5,0,1,3,-9,6,-4,-18,-0.5,4,NS(=O)(=O)c1ccc(NC(=O)C(=O)NCCC(=O)O)cc1
1,6,2,0,-5,-23,0,-20,-0.2,3,CN(C)S(=O)(=O)c1ccc(NC(=O)CCCNC(=O)c2ccc(Cl)cc2)cc1
-2,-2,-2,6,9,-4,-7,6,0.0,0,Cc1ccccc1NC(=O)CCN1CCc2ccccc2C1
-5,-4,-3,-1,2,13,-8,-6,0.7,-1,COc1ccc(N(C(=O)c2cnccn2)C(C(=O)NC2CCCCC2)c2cc(OC)c(OC)c(OC)c2)cc1 (centres undefined)
-1,-4,-1,1,3,3,15,4,0.2,1,C=CCN1CCN(C(=O)CCc2ccccc2)CC1
2,1,0,0,2,9,5,-4,0.2,-2,CC(C)c1ccccc1OCCNC(=O)c1cccnc1
-1,4,-2,-1,-5,1,12,10,0.2,1,COc1ccccc1NC(=O)C(CC=C(Cl)Cl)C(C)=O (centres undefined)
-3,-29,-8,-1,5,-4,-7,-1,0.3,-14,C=CCNC(=S)N1CCN(c2ncc3c(=O)c(C(=O)O)cn(CC)c3n2)CC1
4,2,-4,-3,8,10,-4,9,-0.3,-1,CC(C)=CCN1CCN(C/C(Cl)=C/c2ccccc2)CC1CCO (centres undefined)

Entries above with an NH in an aromatic ring (3):
LEDGF integ inh,ADAM10 inh,ADAM17 inh,Tn6 DDE FP,Tn7 DDE FP,ARFGAP1 inh,ASAP1 GAP inh,TDP2 absorb,proKLK7 act,PLC-gamma1 inh,structure
4,-8,-6,-1,2,-1,14,2,-0.6,-1,Cn1c(=O)[nH]c(=O)c2c1nc(N1CCNCC1)n2Cc1cccc2ccccc12
6,2,-2,-2,2,-8,-21,2,-0.4,1,CCc1cccc(CC)c1NC(=S)NCc1nc2ccccc2[nH]1
-5,-12,-2,-4,0,4,8,0,-0.5,-18,Cc1cc(-c2cc(NC(=O)Cc3c(C)[nH]c4ccccc34)ccc2N(C)c2cccnc2)ccc1F

Outcome played no part in choosing rows; any-hit rate near 4.2%.
